Screening data as filed in PubChem BioAssay.
C8 TRAIL sens = sensitizes caspase-8 expressing cells to TRAIL; NB7+C8 cells + TRAIL, ATPlite viability luminescence; inhibition (viability loss, TRAIL sensitization), % at 10 µM; hit rate 1% among 360,000;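 active means compounds causing at least 50% loss of cell viability in the single-dose screen, relative to plate controls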
SRC1 inh = human NCOA1 inhibition | hit rate 0.12% among 360,000 | inhibition, % at 3.6 µM | Q15788 | HEK293 GAL4-SRC1 luciferase reporter, luminescence;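 active means inhibition above the campaign mean plus 3 SD, with each screening campaign given its own cutoff, cut at about 60% in these data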;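 further: 0% = DMSO treated cells and 100% = gossypol at 36 µM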
NR5A2 inv ag = suppresses constitutive activity of human LRH-1; inhibition, % at 3.6 µM; hit rate 0.13% among 360,000; HEK293T StAR-luciferase reporter, LRH-1 transfected, 24 h; O00482; AID 602396;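 active means inhibition above the mean inhibition of all tested compounds plus 3 SD, cut at about 73% in these data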;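 further: 0% = DMSO wells and 100% = reporter-only cells lacking LRH-1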
SRC2 inh = human SRC2 (NCOA2) inhibition. Q15596. HEK293 GAL4-SRC2 luciferase reporter, luminescence. inhibition, % at 9 µM. hit rate 0.17% among 370,000;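 active means inhibition above the mean inhibition of all tested compounds plus 3 SD, set per campaign, cut at about 52% in these data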;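 further: 0% = DMSO treated cells and 100% = cells given Gossypol at 36 µM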
COUP-TFII inh = inhibitors of human COUP-TFII (NR2F2). P24468. HEK293T NGFI-A luciferase reporter, luminescence. inhibition, % at 8.6 µM. hit rate 0.7% among 370,000. AID 686940;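 active means inhibition above a per-plate cutoff, mean inhibition of test wells between control levels plus 3 SD, cut at about 38% in these data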;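 further: cells cotransfected with COUP-TFII expression vector driving the NGFI-A reporter; 0% = median of COUP-TF2 test wells and 100% = reporter-only cells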
EBV LMP1 NFkB = reduces LMP1-driven NF-kappaB luciferase signal; inhibition, % at 12.5 µM; AID 504558; LMP1-induced NF-kappaB luciferase reporter cells, luminescence; hit rate 0.69% among 350,000; in the data active means inhibition above about 41%;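 further: 0% = neutral control wells and 100% = reference inhibitor control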
NOD2 RIPK2 PPI = NOD2-RIPK2 protein interaction inhibition | AID 624267 | O43353 | hit rate 0.38% among 360,000 | inhibition, % at 4.98 µM | CHO BLA complementation NOD2-RIPK2, CCF4 ratio; in the data active means inhibition above about 21%;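 further: 0% = vehicle only and 100% = reference blocker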
TROY signal inh = blocks TROY-dependent signaling in reporter cells | Q293 LMP1-TROYcd NF-kB luciferase reporter, 4 h | inhibition, % at 10 µM | hit rate 0.98% among 360,000;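 active means compounds whose plate-normalised and pattern-corrected inhibition of the luciferase reporter signal at the single screening dose is 50% or more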
Vif inh = HIV Vif inhibition | AID 602346 | inhibition, % at 7.49 µM | HEK293T cells, Vif self-association by quenched fluorescence, imaging, 24 h | hit rate 0.35% among 340,000; in the data active means inhibition above about 50%, passing the limit was not always enough; further: some results filed as inactive read as strong as hits
NCOA3 inh = human NCOA3 inhibition | Q9Y6Q9 | AID 588352 | HEK293 GAL4-SRC3 luciferase reporter, luminescence | hit rate 0.17% among 360,000 | inhibition, % at 3.6 µM;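 active means inhibition above a per-campaign cutoff, the mean of all compounds plus 3 SD, cut at about 60% in these data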;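 further: 0% = DMSO-treated cells and 100% = gossypol-treated cells at 36 µM; higher means less SRC3-driven luciferase light from the GAL4 reporter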
Target sequence (Q9Y6Q9 whole entry, looked up, the tested form may be a part): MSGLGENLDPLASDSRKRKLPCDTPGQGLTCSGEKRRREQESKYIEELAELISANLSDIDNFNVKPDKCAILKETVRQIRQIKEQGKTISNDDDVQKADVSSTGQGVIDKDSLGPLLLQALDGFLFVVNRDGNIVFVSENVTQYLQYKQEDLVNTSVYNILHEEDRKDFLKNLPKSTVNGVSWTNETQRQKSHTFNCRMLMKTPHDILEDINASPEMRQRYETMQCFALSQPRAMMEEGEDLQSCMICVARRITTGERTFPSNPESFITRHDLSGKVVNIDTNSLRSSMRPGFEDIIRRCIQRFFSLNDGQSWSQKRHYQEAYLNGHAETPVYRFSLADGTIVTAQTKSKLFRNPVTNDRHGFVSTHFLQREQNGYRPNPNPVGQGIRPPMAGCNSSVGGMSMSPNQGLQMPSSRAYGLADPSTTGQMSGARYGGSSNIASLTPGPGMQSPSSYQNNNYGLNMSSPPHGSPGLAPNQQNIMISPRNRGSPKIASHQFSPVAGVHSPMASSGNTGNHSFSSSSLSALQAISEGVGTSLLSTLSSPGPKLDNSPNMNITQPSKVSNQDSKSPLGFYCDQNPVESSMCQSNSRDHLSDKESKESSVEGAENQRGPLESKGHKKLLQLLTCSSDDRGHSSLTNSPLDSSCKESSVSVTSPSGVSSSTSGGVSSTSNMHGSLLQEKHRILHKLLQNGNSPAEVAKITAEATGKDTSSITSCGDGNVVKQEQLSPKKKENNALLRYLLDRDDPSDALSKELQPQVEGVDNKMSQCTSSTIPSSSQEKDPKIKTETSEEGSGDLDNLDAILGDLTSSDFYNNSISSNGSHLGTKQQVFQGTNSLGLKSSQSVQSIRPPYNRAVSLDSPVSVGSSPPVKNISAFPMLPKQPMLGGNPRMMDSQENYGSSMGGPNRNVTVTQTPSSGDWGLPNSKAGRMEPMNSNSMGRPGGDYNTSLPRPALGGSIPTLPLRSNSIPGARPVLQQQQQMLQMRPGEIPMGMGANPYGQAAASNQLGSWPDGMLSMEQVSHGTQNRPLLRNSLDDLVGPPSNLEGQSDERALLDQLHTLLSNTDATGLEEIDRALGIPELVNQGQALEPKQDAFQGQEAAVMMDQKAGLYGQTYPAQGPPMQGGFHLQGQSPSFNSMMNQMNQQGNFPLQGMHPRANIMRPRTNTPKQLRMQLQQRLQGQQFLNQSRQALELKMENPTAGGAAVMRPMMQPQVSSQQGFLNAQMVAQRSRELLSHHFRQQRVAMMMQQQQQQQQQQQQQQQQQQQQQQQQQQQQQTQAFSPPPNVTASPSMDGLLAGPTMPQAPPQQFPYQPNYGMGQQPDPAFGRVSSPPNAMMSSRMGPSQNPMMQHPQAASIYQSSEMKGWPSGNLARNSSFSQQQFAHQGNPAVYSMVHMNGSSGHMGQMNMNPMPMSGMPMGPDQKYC
TLR9-MyD88 block = inhibitors of human TLR9-MyD88 binding | hit rate 0.21% among 340,000 | Q9NR96+Q99836 | inhibition, % at 4.98 µM | CHO BLA complementation TLR9-MyD88, CCF4 FRET ratio | AID 504734;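 active means inhibition above the mean over all tested compounds plus 3 SD, cut at about 21% in these data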;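 further: 0% = DMSO only wells and 100% = clavulanate BLA inhibitor control wells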
* hit, by the source's call; · = not tested or not shown; & = joins results of further samples.

1) Cn1c(=O)[nH]c(=O)c2c1nc(Br)n2CCSc1nnnn1-c1ccccc1
2) COc1ccccc1C(O)(c1ccccc1)C(CN1CCOCC1)c1ccccc1 (stereo unspecified)
3) COc1cc(NC(=O)CCN2CCN(c3ccccc3OC)CC2)cc(OC)c1
4) O=C(COc1cccc2cccnc12)N/N=C/c1ccccc1O
5) CC(C)c1onc(C(=O)N2CCC(C(N)=O)CC2)c1[N+](=O)[O-]

assay / compound	1	2	3	4	5
C8 TRAIL sens	0	15	-3	2	-3
SRC1 inh	8	-38	-2	10	0
NR5A2 inv ag	7	12	11	12	-7
SRC2 inh	19	13	1	13	14
COUP-TFII inh	-6	6	7	-1	1
EBV LMP1 NFkB	-6	-3	9	34	1
NOD2 RIPK2 PPI	-2	10	-1	-6	-8
TROY signal inh	-7	16	3	-50	-2
Vif inh	-1	19	-8	5	-1
NCOA3 inh	4	-3	-16	25	20
TLR9-MyD88 block	-3	7	0	1	-3

6) COc1cc(NC(=O)C2CC(=O)NC3=C2C(=O)CC(C)(C)C3)c(OC)cc1Cl (stereo unspecified)
7) CS(=O)(=O)ON=C1CCN(S(=O)(=O)c2ccccc2)CC1
8) O=C(NCC(=O)N1CCOCC1)c1ccc(Cl)cc1
9) O=C(Nc1ccccc1N1CCOCC1)c1cccnc1
10) NS(=O)(=O)c1ccc(NC(=O)c2ccc(CSc3ccccc3)o2)cc1

assay / compound	6	7	8	9	10
C8 TRAIL sens	-14	-2	11	-7	4
SRC1 inh	7	-1	-33	-5	9
NR5A2 inv ag	-2	1	-13	22	-17
SRC2 inh	-13	4	-6	-16	3
COUP-TFII inh	-10	10	-10	17	-5
EBV LMP1 NFkB	-4	-2	3	0	7
NOD2 RIPK2 PPI	1	7	-3	-1	-7
TROY signal inh	8	-10	-22	-5	-13
Vif inh	2	1	-5	10	-4
NCOA3 inh	-1	9	-6	2	4
TLR9-MyD88 block	3	3	-1	-1	-7

11) COc1cc(NC(=O)c2cc([N+](=O)[O-])ccc2N2CCOCC2)ccc1NC(=O)c1ccco1
12) CC1CN(C(=O)c2cc(S(=O)(=O)N3CCCC3)c(Cl)cc2Cl)CC(C)O1 (stereo unspecified)
13) CN1CCC(=NNC(=O)c2ccc(N(Cc3ccccc3Cl)S(C)(=O)=O)cc2)CC1
14) CS(=O)(=O)c1ccc2nc(NC(=O)CCNC(=O)c3ccc([N+](=O)[O-])cc3)sc2c1
15) CN1CCN(S(=O)(=O)c2cc([N+](=O)[O-])ccc2Cl)CC1

assay / compound	11	12	13	14	15
C8 TRAIL sens	6	4	-1	16	2
SRC1 inh	-1	7	9	-20	0
NR5A2 inv ag	-10	12	24	9	-13
SRC2 inh	-5	11	14	4	5
COUP-TFII inh	2	-2	7	-5	4
EBV LMP1 NFkB	3	4	0	-2	-9
NOD2 RIPK2 PPI	9	-7	-4	-3	0
TROY signal inh	-1	-20	1	-35	-27
Vif inh	-5	-5	29	2	4
NCOA3 inh	20	10	10	1	-3
TLR9-MyD88 block	4	-10	-4	-3	7

16) Cc1[nH]nc(SCC(=O)N2CCC(C)CC2)c1[N+](=O)[O-]
17) C/C(CC(=O)NCCCN1CCOCC1)=N\NC(=O)COc1ccc(Cl)cc1
18) CC1C=CCC2C(=O)N(c3ccccc3OC(=O)c3cccs3)C(=O)C12 (stereo unspecified)
19) O=C(CCn1c(=O)c2ccccc2n(CC(=O)NC2CCCC2)c1=O)NCc1ccco1
20) Cc1cccc[n+]1CC(=O)Nc1ccc([N+](=O)[O-])cc1

assay / compound	16	17	18	19	20
C8 TRAIL sens	8	1	-9	8	-6
SRC1 inh	-2	-3	14	-4	-2
NR5A2 inv ag	-3	1	4	-12	19
SRC2 inh	-49	8	-9	-6	3
COUP-TFII inh	6	8	10	-5	-4
EBV LMP1 NFkB	-3	3	-4	-1	-9
NOD2 RIPK2 PPI	11	-7	-2	4	1
TROY signal inh	17	5	-8	8	11
Vif inh	15	1	-4	11	12
NCOA3 inh	-5	19	18	17	3
TLR9-MyD88 block	8	2	7	7	9

21) Cc1[nH]c(N)nc(=S)c1CCCNc1ccccc1
22) NC(=O)c1ncn([C@@H]2O[C@H](CO)[C@@H](O)[C@H]2O)c1O
23) C#CCOCCOCCOCCNc1nc(N2CCN(C(=O)[C@H]([C@@H](C)CC)n3cc([C@@H](N)Cc4ccc(O)cc4)nn3)CC2)nc(N2CCN(C(=O)[C@H]([C@@H](C)CC)n3cc([C@@H](N)CC(C)C)nn3)CC2)n1
24) CN(C(=O)CN1CCC(NC(=O)c2ccccc2Br)CC1)C1CCCCC1
25) COc1ccc(Cn2cc(CN3CCc4onc(-c5ccc(Br)cc5)c4C3=O)nn2)cc1

assay / compound	21	22	23	24	25
C8 TRAIL sens	2	-12	5	-7	9
SRC1 inh	10	-3	4	-4	·
NR5A2 inv ag	-2	-18	-22	1	33
SRC2 inh	-9	-6	-20	-29	11
COUP-TFII inh	5	6	2	7	30
EBV LMP1 NFkB	-3	11	3	-5	·
NOD2 RIPK2 PPI	-6	-2	11	-7	-6
TROY signal inh	5	2	-1	19	·
Vif inh	1	-6&-5	-4	9	·
NCOA3 inh	23	-16	4	-10	·
TLR9-MyD88 block	-11	-8	-4	-11	·

26) Cc1ccc(-c2nc(C(F)(F)F)cc(=O)[nH]2)cc1
27) Cc1cccc(N2C(=O)CSC23CCCCC3)c1
28) CCC(c1nnnn1CCc1ccccc1)N1CCN(c2ccc(OC)cc2)CC1 (stereo unspecified)
29) CC1C(=NO)C(C)C(c2ccc(N(C)C)cc2)NC1c1ccc(N(C)C)cc1 (stereo unspecified)
30) Cc1ccc2oc(=O)c3cc(C(=O)NCCCN4C(C)CCCC4C)sc3c2c1 (stereo unspecified)

assay / compound	26	27	28	29	30
C8 TRAIL sens	16	-8	3	-6	10
SRC1 inh	-23	8	-1	3	-42
NR5A2 inv ag	-16	3	-14	3	-23
SRC2 inh	24	2	-13	11	5
COUP-TFII inh	14	3	8	10	-29
EBV LMP1 NFkB	9	0	3	2	-2
NOD2 RIPK2 PPI	0	4	-2	-4	-6
TROY signal inh	-4	-1	-5	-8	-6
Vif inh	-6	0	-3	11	-1
NCOA3 inh	11	11	-1	3	-21
TLR9-MyD88 block	-5	8	-2	-8	-2

31) N#CCSc1nc2scc(-c3cccs3)c2c(=O)n1CCc1ccccc1
32) COc1ccc2[nH]c(=O)c(-c3noc(-c4ccccc4)n3)cc2c1
33) CC(=O)NCCNC(=O)C1Cc2c(-c3ccccc3)ccnc2O1 (stereo unspecified)
34) CCOC(=O)N1CCN(C(=O)c2ccc3c(SCC(=O)O)c4c(nc3c2)CCC4)CC1
35) O=C1CSC(c2ccccc2)N1c1ccc([N+](=O)[O-])cc1 (stereo unspecified)

assay / compound	31	32	33	34	35
C8 TRAIL sens	14	0	8	-11	-3
SRC1 inh	11	-66	6	3	14
NR5A2 inv ag	23	-51	15	-6	7
SRC2 inh	-15	-30	16	-2	-6
COUP-TFII inh	6	-20	2	9	-13
EBV LMP1 NFkB	6	-6	·	-15	8
NOD2 RIPK2 PPI	2	-1	-8	6	2
TROY signal inh	16	·	-1	3	-13
Vif inh	-13	-4	-2	5	-2
NCOA3 inh	10	-41	9	-7	-10
TLR9-MyD88 block	-3	-4	·	-8	-1

Another view of five compounds above:
nr	Structure	C8 TRAIL sens	SRC1 inh	NR5A2 inv ag	SRC2 inh	COUP-TFII inh	EBV LMP1 NFkB	NOD2 RIPK2 PPI	TROY signal inh	Vif inh	NCOA3 inh	TLR9-MyD88 block
31	N#CCSc1nc2scc(-c3cccs3)c2c(=O)n1CCc1ccccc1	14	11	23	-15	6	6	2	16	-13	10	-3
32	COc1ccc2[nH]c(=O)c(-c3noc(-c4ccccc4)n3)cc2c1	0	-66	-51	-30	-20	-6	-1	·	-4	-41	-4
33	CC(=O)NCCNC(=O)C1Cc2c(-c3ccccc3)ccnc2O1 (stereo unspecified)	8	6	15	16	2	·	-8	-1	-2	9	·
34	CCOC(=O)N1CCN(C(=O)c2ccc3c(SCC(=O)O)c4c(nc3c2)CCC4)CC1	-11	3	-6	-2	9	-15	6	3	5	-7	-8
35	O=C1CSC(c2ccccc2)N1c1ccc([N+](=O)[O-])cc1 (stereo unspecified)	-3	14	7	-6	-13	8	2	-13	-2	-10	-1

Further compounds
36) COc1ccc(/C=C(\C#N)C(=O)NCc2cccnc2)cc1OC
37) O=C(O)C1C2C=CC(C2)C1C(=O)N1CCOCC1 (stereo unspecified)
38) O=C(c1ccccc1)c1ccc(Oc2ncccn2)cc1
39) COC(=O)C1CCN(CC(=O)NC(=O)NC2CCCCC2)CC1
40) COC(=O)C(Cc1ccccc1)NC(=O)c1cc(S(=O)(=O)N(C)C)ccc1Cl (stereo unspecified)

assay / compound	36	37	38	39	40
C8 TRAIL sens	-5	-11	1	2	6
SRC1 inh	-2	-9	-24	7	-15
NR5A2 inv ag	7	2	-42	0	-9
SRC2 inh	-28	-2	-42	-7	-5
COUP-TFII inh	-5	-11	-21	-1	1
EBV LMP1 NFkB	3	-1	-9	4	-2
NOD2 RIPK2 PPI	-12	-6	-6	2	-15
TROY signal inh	-3	10	-17	10	1
Vif inh	0	2	-6	-9	1
NCOA3 inh	5	-5	-26	18	7
TLR9-MyD88 block	6	-7	6	2	0

41) COc1ccc(-c2c(C)[nH]n3c(=O)c(Cc4ccccc4)c(C)nc23)cc1
42) COc1ccc(-c2nc(C(N)=O)c3[nH]c(=O)n(-c4ccccc4OC)c3n2)c(OC)c1
43) Cn1c(SCc2cc(=O)n3cc(Br)ccc3n2)nnc1C1COc2ccccc2O1 (stereo unspecified)
44) COc1cc(-c2noc(C)c2C#CC2(O)CCCCC2)cc(OC)c1OC
45) Cc1nccc(-c2ccc(-n3c(C)ccc3C)cc2)n1

assay / compound	41	42	43	44	45
C8 TRAIL sens	11	10	-10	5	-6
SRC1 inh	-16	-22	-29	-16	-3
NR5A2 inv ag	-2	11	-2	-5	1
SRC2 inh	-12	-13	7	-4	3
COUP-TFII inh	-7	-7	-11	-26	3
EBV LMP1 NFkB	4	1	2	4	-17
NOD2 RIPK2 PPI	-8	0	-6	-3	-13
TROY signal inh	13	-7	7	7	-10
Vif inh	-2	33	-13	0	0
NCOA3 inh	13	3	6	11	-8
TLR9-MyD88 block	5	-1	-1	3	10

An excerpt (hit frequency here may not be typical).
